Screening data as filed in PubChem.
N-glyco inh: N-linked glycosylation inhibition | D54 ERlucT glycosylation luciferase reporter, 24 h; percent of 100 nM tunicamycin response | reporter increase, % at 12.5 µM | hit rate 0.23% among 360,000 | AID 588692;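 active = mean luciferase reporter signal, scaled so untreated is 0 and the glycosylation-blocking control 100, at or above a set limit in every replicate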;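 also: luciferase carries N-glycosylation sites so blocking glycosylation raises the light; 0% = median of neutral control wells and 100% = median of 100 nM tunicamycin wells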
MC4R barr agon: agonists of human melanocortin 4 receptor (MC4R) beta-arrestin; AID 540308; hit rate 0.98% among 360,000; activation, % at 8.9 µM; U2OS MC4R beta-arrestin complementation, luminescence; percent of melanotan II response, DMSO zero;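 active = activation above a per-plate cutoff, the mean activation of sample wells on that plate plus 3 SD, cut at about 8% in these data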
ABHD5-PLIN5 inh: ABHD5-PLIN5 protein interaction inhibition; Q00G26+Q8WTS1; Split G. princeps luciferase complementation, luminescence, 4 h; inhibition, % at 4 µM; hit rate 0.78% among 360,000;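 active = inhibition above the mean inhibition across every tested compound plus 3 SD, cut at about 22% in these data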;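 also: 0% = DMSO only wells and the 100% control is not disclosed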
MC4R antag cAMP: antagonists of human melanocortin 4 receptor (MC4R). MC4R-expressing cells, MTII-stimulated cAMP, LANCE TR-FRET. hit rate 0.48% among 360,000. inhibition, % at 6.5 µM. P32245;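 active = inhibition above its plate's cutoff, the mean of tested wells on that plate plus 3 SD, cut at about 29% in these data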;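 also: 0% = Melanotan II alone and 100% = Melanotan II plus saturating MCL0020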
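system = U2OS cells with stable human MC4R expression | also added = Melanotan II challenge after compound preincubation | dosing = one concentration, 6.5 µM nominal | incubation = compound 30 min, challenge 1 h, detection 1 h | measured by = TR-FRET with Eu-cAMP and labeled anti-cAMP, 671 nm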
PDI turbidity: blocks human protein disulfide isomerase activity. inhibition, % at 10 µM. PDI insulin aggregation turbidity, A650, 90 min. hit rate 0.052% among 350,000;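 active = mean inhibition across replicates of 30% or more, whatever share of single replicates reach that level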;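 also: absorbance from insulin aggregation driven by PDI reduction with DTT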
HTR2A ag: agonists of mouse serotonin 5-HT2A receptor (HTR2A) | P35363 | CHO-K1 mHTR2A beta-arrestin complementation, luminescence; percent of 30 µM serotonin response | activation, % at 7.6 µM | hit rate 0.66% among 360,000 | AID 624169;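 active = activation above a run cutoff, the mean activation of all tested compounds plus 3 SD, cut at about 14% in these data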;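 also: 0% = plate median of compound wells and 100% = 30 µM serotonin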
Granule exo inh: blocks lytic granule exocytosis; TALL-104 LAMP-1 surface exposure, flow cytometry; cells stimulated with thapsigargin and PMA; inhibition, % at 10 µM; hit rate 0.66% among 360,000; AID 651702;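 active = inhibition above about 55%, limit read from the data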
H9c2 protect: myocardial damage modulation in H9c2 cells; H9c2 cardiomyocytes, H2O2 injury protection, ATPLite, 2 h; protection from H2O2 cell death, % at 20 µM; hit rate 0.63% among 360,000; AID 588492;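 active = compounds giving at least 50% protection of heart cells from peroxide-induced death in the single-dose screen, raw or plate-pattern-corrected value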;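 also: 0% = DMSO wells with peroxide and 100% = DMSO wells without peroxide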
CaV13 FRET inh: Primary screen for inhibitors of IQ motif and Ca2+-dependent inactivation inhibitor domain binding in CACNA1D, Förster resonance energy transfer in living cells, …; inhibition, % at 12.3 µM; hit rate 0.098% among 340,000; AID 743397; HEK cells, CFP/YFP FRET ICDI-IQ, plate reader, 10 min; percent FRET-ratio fall versus neutral wells;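 active = mean replicate inhibition of at least 30% and at least 1% of replicates passing that level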;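 also: 0% = median of the neutral control wells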
ABCB6 inh 2: inhibitors of human ABC transporter ABCB6; K562-ABCB6 porphyrin accumulation, flow cytometry, 1 h; stronger effect = lower value; fluorescence ratio to DMSO, % at 10 µM; hit rate 0.19% among 360,000;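 active = fluorescence ratio to DMSO below 75%, the collection mean minus 3 SD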;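 also: signal is porphyrin accumulated inside mitochondria; 100% equals median channel fluorescence of DMSO control wells; lower ratio means ABCB6 inhibition with less porphyrin fluorescence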
Target sequence (Q9NP58 whole entry, looked up): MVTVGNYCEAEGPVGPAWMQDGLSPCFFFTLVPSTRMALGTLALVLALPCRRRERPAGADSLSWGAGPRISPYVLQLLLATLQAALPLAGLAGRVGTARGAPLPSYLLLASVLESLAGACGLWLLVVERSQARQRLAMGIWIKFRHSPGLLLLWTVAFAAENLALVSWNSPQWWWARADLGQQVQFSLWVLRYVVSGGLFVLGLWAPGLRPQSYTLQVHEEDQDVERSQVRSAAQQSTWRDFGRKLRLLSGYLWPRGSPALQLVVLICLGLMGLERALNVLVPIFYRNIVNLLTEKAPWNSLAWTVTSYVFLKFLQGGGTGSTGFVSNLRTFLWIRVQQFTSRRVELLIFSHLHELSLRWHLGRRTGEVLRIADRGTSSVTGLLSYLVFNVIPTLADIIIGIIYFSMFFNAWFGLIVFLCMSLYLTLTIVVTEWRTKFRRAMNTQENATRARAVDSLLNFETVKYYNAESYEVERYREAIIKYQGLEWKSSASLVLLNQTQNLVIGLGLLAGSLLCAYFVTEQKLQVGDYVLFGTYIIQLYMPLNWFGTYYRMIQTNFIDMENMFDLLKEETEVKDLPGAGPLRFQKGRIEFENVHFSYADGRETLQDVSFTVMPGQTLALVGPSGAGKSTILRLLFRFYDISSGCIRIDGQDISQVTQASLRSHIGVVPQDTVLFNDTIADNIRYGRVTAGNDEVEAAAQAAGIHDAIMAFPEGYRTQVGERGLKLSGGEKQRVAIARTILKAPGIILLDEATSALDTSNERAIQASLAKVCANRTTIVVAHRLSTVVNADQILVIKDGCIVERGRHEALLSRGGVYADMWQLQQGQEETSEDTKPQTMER
Active calls of the source: *; x = not tested or not shown; & = joins results of further samples.

SMILES	N-glyco inh	MC4R barr agon	ABHD5-PLIN5 inh	MC4R antag cAMP	PDI turbidity	HTR2A ag	Granule exo inh	H9c2 protect	CaV13 FRET inh	ABCB6 inh 2
Oc1cccc(C=NCc2ccccc2)c1O	5.2	0.4	0.0	-3.6	-5.6	1.4	-5.4	30.0	-3.1	102.0
CC(C)C(=O)Nc1ccc2nn(-c3ccc(F)cc3)nc2c1	-16.2	-1.2	4.0	8.3	-22.5	-6.3	-7.0	-10.8	x	89.0
O=C(O)c1csc(-c2ccc(Cl)cc2)n1	0.8	-1.5	1.5	-1.2	-1.9	-0.5	-0.4	2.0	-2.0	88.0
CCc1cc2c3c([nH]c2cc1S(=O)(=O)N1CCC2(CC1)OCCO2)CCCC3=O	-1.0	-1.2	1.3	4.1	3.7	3.6	-5.6	2.0	-14.3	94.0
COc1cc(/C=N/NC(=O)c2nonc2C)ccc1O	-0.1	-0.4	-3.7	11.1	-2.1	3.6	5.5	4.2	-5.1	103.0
CC(=O)N1CCN(C(=O)C2(NC(=O)Nc3ccccc3Cl)CCCCC2)CC1	1.1	1.0	5.0	-9.2	1.9	-1.3	-9.0	-0.7	-7.7	92.0
CC1(Cc2ccc(OC(F)(F)F)cc2)C(=O)Nc2ccc(S(=O)(=O)NC3CCCCC3)cc21 (centres undefined)	-8.1	3.8	-1.9	5.2	-2.5	14.0	-13.8	-7.6	-10.8	95.0
CN(C)c1cc(-c2ccc([N+](=O)[O-])cc2)oc(=O)c1Cl	-0.6	-2.0	-3.5	-5.2	-19.1	4.7	-5.2	5.4	-1.9	95.0
COc1cccc(N/C=C(\C#N)c2ccc(OCCCF)cc2)c1	2.0	0.6	-3.8	-0.8	-8.0	-2.0	3.7	-6.5	x	90.0
O=C(NCCCN1CCc2ccccc2C1)Nc1ccc(Cl)cc1	-2.6	-1.1	5.5	-5.5	10.0	-3.7	7.3	-8.8	-3.7	95.0
CCCc1nc2ccccc2c(=O)n1NC(=O)c1c(O)c2ccccc2[nH]c1=O	0.4	0.8	-3.4	2.9	6.3	-4.0	-2.0	-8.3	-4.7	102.0
Cc1[nH]c2ccccc2c1C(=O)COC(=O)Cn1cnc2ccccc21	2.6	0.3	4.9	2.1	-3.0	-1.4	1.3	1.5	-5.5	92.0
COc1cc(C(c2sc3nc(C)nn3c2O)N2CCc3ccccc3C2)cc(OC)c1OC (centres undefined)	6.0	2.2	-2.1	-15.6	x	3.5	-1.6	14.0	-6.1	99.0
Cc1cc(C)c(-c2csc(NC(=O)CCCc3nc4ccccc4c(=O)[nH]3)n2)c(C)c1	-2.0	-2.2	8.9	9.6	0.7	0.2	-9.0	-4.2	-5.1	98.0
COC(=O)C1=NN(c2ccc(Cl)cc2)C2C(=O)N(c3ccccc3OC)C(=O)C12 (centres undefined)	0.2	-1.9	9.9	10.3	-3.8	1.7	0.0	-0.9	-19.3	101.0
CC1CCC2(CC1)NC(=O)N(NC(=O)c1cccc(N(C)C)c1)C2=O (centres undefined)	-0.3	-0.3	-0.4	0.6	14.9	-2.1	8.2	-2.6	-2.1	90.0
COc1ccc(/C(C)=N/NC(=O)CNC(=O)/C=C\c2ccco2)cc1	4.8	1.5	-1.7	6.9	-0.6	3.1	1.6	12.4	0.3	100.0
COc1ccc(CN(C(=S)Nc2ccccc2)C2CC(=O)N(c3ccc(F)cc3)C2=O)cc1 (centres undefined)	-1.7	2.4	-3.1	20.1	-0.6	-4.3	1.3	-11.1	x	97.0
Nc1ccn([C@H]2C[C@H](O)[C@@H](CO)O2)c(=O)n1	0.6&2.1	-0.3&-0.8	-2.6&11.0	6.4&15.5	-5.5&0.1	-1.7&4.5	6.9&2.5	10.6&-3.8	-5.1&-4.1	97.0&100.0
CCOC(=O)/C=C1\SCC(=O)N1CC(=O)Nc1ccc2c(c1)CCC2	-1.6	-1.7	-0.1	9.8	3.5	0.5	-1.5	0.1	-4.8	96.0
Cc1ccc(C2=NS(=O)(=O)N(C)C(C(=O)N3CCCCC3)=C2)cc1	-0.2	-0.4	-1.8	-3.4	x	-3.7	-2.1	-5.0	2.4	97.0
COc1ccc(C2=C(O)C(C)N(c3ccccc3)C2=N)cc1OC (centres undefined)	0.3	0.3	-8.0	12.2	4.4	2.7	-1.8	-1.5	-4.8	101.0
O=C(NCC(=O)N(c1ccccc1F)C(C(=O)NCC1CCCO1)c1ccccc1)c1ccco1 (centres undefined)	0.0	-1.6	0.5	8.1	-6.2	11.2	3.7	14.3	-4.6	101.0
CSCCC(NC(=O)c1ccccc1Cl)C(=O)NCC(c1ccco1)N1CCCCC1 (centres undefined)	0.2	-2.3	5.7	4.9	-3.2	-4.3	-3.9	9.0	-4.5	94.0
CC1(C(=O)Nc2cnc3ccccc3c2)CCN1C(=O)CC(c1ccccc1)c1ccccc1 (centres undefined)	11.3	0.1	-0.9	-0.8	-5.3	-1.6	-1.2	3.3	-7.1	97.0

(further entries)
SMILES	N-glyco inh	MC4R barr agon	ABHD5-PLIN5 inh	MC4R antag cAMP	PDI turbidity	HTR2A ag	Granule exo inh	H9c2 protect	CaV13 FRET inh	ABCB6 inh 2
CNC(=O)c1ccsc1NC(=O)C1CCN(S(=O)(=O)c2ccc(Cl)s2)CC1	7.7	-1.4	-1.5	6.5	-0.5	-6.3	0.1	4.3	-6.2	105.0
CC1Cc2ccccc2N1C(=O)CSc1nc(-c2ccccc2)cs1 (centres undefined)	-1.0	-1.1	-8.1	5.9	10.3	-1.7	17.3	-11.4	-13.1	100.0
CCN(CC)S(=O)(=O)c1cc(NC(=O)c2cc(-c3ccccn3)nc3ccccc23)ccc1C	-7.1	-1.5	4.8	10.5	0.7	-2.7	3.2	26.0	2.4	99.0
O=C(N/N=C/c1cccnc1)c1cc(Br)ccc1O	-0.6	-1.4	7.2	13.1	1.1	9.3	-8.3	-13.4	-2.5	101.0
COc1ccc(C(c2c(C)n(C)n(-c3ccccc3)c2=O)c2c(C)n(C)n(-c3ccccc3)c2=O)cc1	1.9	1.3	-10.4	23.1	-1.9	1.2	3.2	-1.4	-1.2	108.0
CCn1c(=O)n(-c2ccc(Cl)cc2)c(=O)c2c3c(sc21)COC(C)(C)C3	-0.2	0.3	-3.7	-4.0	-7.0	5.1	-4.4	-1.9	-5.3	98.0
Cc1cc(C)c(NC(=O)c2cc3c(nc4sccn43)s2)c(C)c1	0.6	-2.3	1.8	3.8	-4.9	-0.1	-1.1	4.3	-3.9	99.0
COc1ccccc1NC(=O)C1CCCN(c2cnccn2)C1 (centres undefined)	3.5	-0.8	0.3	11.0	17.0	2.8	-2.2	0.8	-3.1	112.0
NS(=O)(=O)c1ccc(CCNC(=O)CSc2nc3c(sc(=S)n3-c3ccccc3)c(=O)[nH]2)cc1	2.1	0.0	-5.1	-3.5	-0.8	5.0	-5.1	2.0	-4.4	98.0
CCCCCCSc1ccc(-c2nc3ccc(Cl)cn3c2NCCCC)cc1OC	-2.5	-1.8	6.4&-16.8	7.3	2.6	1.9&0.0	1.1&-1.8	-12.0	-10.8&-12.4	98.0&108.0
COc1ccc(S(N)(=O)=O)cc1C(=O)NCC(C)(C)N1CCOCC1	1.3	-0.8	-1.2	-2.1	-7.3	3.2	-9.3	1.6	-4.7	90.0
CCCCC(=O)Nc1cccc(NC(=S)NC(=O)Cc2ccccc2)c1	-2.3	1.2	1.8	-10.1	4.8	-0.4	-1.7	-6.1	-4.1	98.0
CC(=O)Nc1ccc(NC(=O)CSc2nc3ccccc3nc2N2CCC(C)CC2)cc1	2.7	6.5	4.0	15.1	-8.7	1.9	4.8	1.0	-7.2	105.0
CCOC(=O)C1CCCN(c2ncnc3c2cnn3-c2ccc(OC)cc2)C1 (centres undefined)	-6.3	0.6	2.9	15.1	1.9	0.2	-3.7	-6.8	-10.4	110.0
COc1ccc(Cc2nc(-c3ccc(-n4cccc4)cc3)no2)cc1	-0.3	-0.5	1.2	0.2	x	4.5	-0.1	-12.3	-8.9	92.0
COc1cc2nc(N(CCCN(C)C)C(=O)c3ccc(S(=O)(=O)N4CCc5ccccc54)cc3)sc2cc1OC	-4.1	2.8	2.3	4.4	0.2	-7.4	13.0	1.0	-5.8	93.0
CC1(c2nnnn2-c2ccc3c(c2)OCCO3)CCC(=O)N1Cc1ccc(F)cc1 (centres undefined)	x	x	-15.7	x	x	6.2	-5.9	x	-9.7	99.0
COc1ccc(C2=CN(Cc3ccccc3)C(c3ccccc3)CC2=O)cc1 (centres undefined)	-2.1	-0.2	1.8	0.3	2.8	-8.6	25.6	-9.3	-13.4	97.0
CCc1cccc(CC)c1N1C(=O)CC(Sc2ccccc2N)C1=O (centres undefined)	-1.0	-0.1	-2.9	-4.5	9.9	2.4	-2.2	-0.9	-6.6	95.0
Cc1nnc(SCc2c(Cl)cccc2[N+](=O)[O-])s1	-2.2	4.3	17.3	-7.8	3.3	4.8	9.4	-0.8	-6.4	100.0
C=CCOC(=O)C1=C(C)NC(SCC(=O)Nc2nccs2)=C(C#N)C1c1ccc(Cl)cc1 (centres undefined)	-2.4	11.1*	-6.5	2.4	-3.3	-7.0	2.3	-18.9	-5.2	79.0
O=C(CSc1ccc(F)cc1)Nc1ccc2c(c1)C(=O)NC2=O	2.0	-1.8	4.4	3.7	9.8	-7.4	-8.3	5.0	-1.9	86.0
CC(=O)NC(=S)Nc1ccc(NC(=O)COc2ccc(Cl)cc2)cc1	0.1	1.4	-5.8	-1.9	-2.9	-5.1	-0.3	1.3	-4.8	92.0
COc1cc(NC(=O)c2cc3ccccc3o2)c(OC)cc1Br	0.3	19.8*	2.2	2.5	-10.8	3.8	-3.1	-29.0	x	104.0
O=C1C2C3C=CC(C3)C2C(=O)N1CCC(=O)N1CCc2ccccc21 (centres undefined)	0.4	-0.7	2.4	1.8	-8.6	-1.7	4.9	9.3	-3.9	99.0
O=C(OCC(=O)N1CCCc2ccccc21)c1cccc(S(=O)(=O)N2CCOCC2)c1	-0.2	-1.8	6.2	9.8	0.1	8.0	46.7	-0.2	-4.3	98.0
CC1(c2cccc(Br)c2)NC(=O)N(CC(=O)Nc2cccnc2Cl)C1=O (centres undefined)	1.5	-1.6	3.5	-3.2	-4.6	-1.7	0.0	0.0	-4.9	95.0
COc1cccc(C(=O)NCc2nnc(SCC(=O)Nc3nccs3)n2-c2ccccc2)c1	-2.5	-1.0	0.8	3.0	x	8.5	-3.7	7.8	-7.0	100.0
Cc1c(Cl)cccc1NC(=S)NCc1ccco1	0.0	-0.7	-1.7	-3.0	6.9	-0.7	-5.3	-9.2	-1.9	99.0
O=C(O)c1ccc(N2C(=O)Nc3ccccc3N2O)cc1	0.8	0.2	-5.5	2.2	5.3	-0.1	-0.8	-5.9	3.0	137.0
